# Source: PubChem
# PolyA inh = inhibitors of polyadenylation in S. cerevisiae. S. cerevisiae SKY197-pL101 polyadenylation reporter, beta-gal luminescence; efflux-impaired pdr1/pdr3 knockout yeast; score 100 = 6 SD above DMSO. calls only at 12 µM. actives 0.02% (n = 300,000). AID 1875;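 active = lowest replicate activity score at least 50, where 100 means six control SD above control mean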;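 note: yeast exposed to compound for 9 h at 30 °C; higher score means more reporter readthrough which indicates perturbed polyadenylation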
# TRPC4 potent = allosterically enhances the mouse TRPC4 cation channel; Q9QUQ5; HEK293 TRPC4beta/mu-opioid, DAMGO EC20, Fluo-4 Ca2+ flux; stronger effect = higher value; B-score at 10 µM; actives 0.42% (n = 310,000); AID 2227;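 active = B-score of calcium response area above 5 SD of library B-scores, with initial fluorescence ratio within 5 SD of library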;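 note: B-score of integrated fluorescence ratio over time as area under calcium response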
# AI-2 QS modul = modulates the Vibrio harveyi AI-2 quorum sensing system. Vibrio harveyi JMH597 AI-2 luminescence/OD600 ratio, 9 h; stronger effect = lower value; strain lacks LuxN and CqsS sensors; 0 = neutral-control median. activity change, % at 7.5 µM. actives 0.4% (n = 300,000). AID 2094; in the data active = activity change below about -75%, passing the limit was not always enough;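 note: luminescence divided by OD600 gain over 9 h not by final OD600 alone; inactives centre near 13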
# TRPC6 act = mouse TRPC6 channel activation; Q61143; HEK293-TRPC6 membrane potential dye fluorescence; stronger effect = higher value; B-score at 10 µM; actives 0.13% (n = 310,000); AID 2550;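 active = B-score of the integrated fluorescence ratio above library mean plus 3 SD, and starting fluorescence ratio within library mean plus 5 SD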;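 note: higher score means more depolarization so channel activation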
# Target sequence (Q61143 whole entry, looked up): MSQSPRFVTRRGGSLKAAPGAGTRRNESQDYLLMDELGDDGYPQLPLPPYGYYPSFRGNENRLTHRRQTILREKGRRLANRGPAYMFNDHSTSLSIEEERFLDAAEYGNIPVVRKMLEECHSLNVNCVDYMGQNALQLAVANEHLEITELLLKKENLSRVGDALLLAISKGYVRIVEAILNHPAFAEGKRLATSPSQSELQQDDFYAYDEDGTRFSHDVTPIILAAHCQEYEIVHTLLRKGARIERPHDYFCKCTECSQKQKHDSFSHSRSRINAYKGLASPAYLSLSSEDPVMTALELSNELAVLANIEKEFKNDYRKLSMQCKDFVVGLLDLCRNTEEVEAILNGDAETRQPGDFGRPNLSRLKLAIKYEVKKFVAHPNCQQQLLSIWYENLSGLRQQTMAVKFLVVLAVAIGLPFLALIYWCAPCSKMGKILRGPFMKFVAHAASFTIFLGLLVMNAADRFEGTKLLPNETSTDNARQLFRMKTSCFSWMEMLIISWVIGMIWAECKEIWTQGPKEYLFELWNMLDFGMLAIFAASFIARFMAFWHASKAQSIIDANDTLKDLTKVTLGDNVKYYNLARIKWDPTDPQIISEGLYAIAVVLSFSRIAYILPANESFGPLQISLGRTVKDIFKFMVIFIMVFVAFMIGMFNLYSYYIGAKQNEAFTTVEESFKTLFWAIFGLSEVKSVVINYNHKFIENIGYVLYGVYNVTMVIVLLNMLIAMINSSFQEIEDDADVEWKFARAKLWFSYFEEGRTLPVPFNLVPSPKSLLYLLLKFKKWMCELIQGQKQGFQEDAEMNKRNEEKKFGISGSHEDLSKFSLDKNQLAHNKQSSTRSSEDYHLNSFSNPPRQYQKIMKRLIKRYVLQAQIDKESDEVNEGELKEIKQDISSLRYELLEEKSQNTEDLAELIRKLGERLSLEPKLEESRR
# HIF act = HIF pathway transcriptional activation. U2OS HRE-luciferase reporter, luminescence; normalized: DMSO 0%, desferrioxamine 100%. activation, % at 7.5 µM (by protocol). AID 1910. actives 0.32% (n = 300,000);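 active = mean activation of at least 10% of the iron chelator positive control signal, with at least half of replicates also reaching 10%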
# MrgX1 antag = antagonists of human MrgX1 receptor; MRGX1-HEK293 calcium flux, Fluo-4, BAM8-22 antagonism; stronger effect = lower value; B-score at 10 µM; actives 1.3% (n = 310,000);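 active = calcium-response B-score plate-corrected more than 3 library SD below zero, starting fluorescence within 5 deviations, no agonist response on first addition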;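 note: peak minus trough fluorescence over baseline after final BAM8-22 challenge near maximal dose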
# TRPC6 inh = mouse TRPC6 channel inhibition. B-score at 10 µM. actives 1.1% (n = 310,000). Q61143. HEK293-TRPC6, membrane potential dye, ACh-evoked depolarization; stronger effect = lower value;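 active = B-score under library mean minus 3 SD, initial fluorescence not abnormally high, positive integrated signal ratio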;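 note: B-score derived from integrated fluorescence ratio over the kinetic read; more negative B-score means stronger inhibition of depolarization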
# MrgX1 ag = activates human MrgX1 receptor signaling | MrgX1-HEK293 cells, Fluo-4 calcium fluorescence, agonist mode; stronger effect = higher value | B-score at 10 µM | actives 0.44% (n = 310,000);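 active = calcium response B-score plate-corrected fluorescence ratio at least 3 library SD, with starting fluorescence B-score inside 5 SD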
#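 Test system: Stable human MrgX1 HEK293 cell line | Schedule: Overnight plating before 1 h dye loading | Read-out basis: Baseline-normalised fluorescence change ratio, B-scored | Detection: Kinetic calcium dye fluorescence, Fluo-4 NW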
# TRPC4 act = TRPC4 (mouse) channel activation. AID 2237. HEK293 TRPC4beta/mu-opioid, Fluo4 calcium fluorescence; stronger effect = higher value. B-score at 10 µM. actives 0.49% (n = 310,000);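 active = B-score above 5 SD of library B-scores, and initial fluorescence ratio not above library mean plus 5 SD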;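 note: positive B-score marks a calcium rise read as TRPC4 activation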
#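 Assay system – TRPC4beta and mu-opioid receptor HEK293 stable cells · Measured by – Fluo4 fluorescence, kinetic · Schedule – dye loading 45 min room temperature, 110 s kinetic read · Read-out – B-scored integrated calcium fluorescence ratio · Controls – buffer and maximal DAMGO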
# TRPC4 block = blocks the mouse TRPC4 cation channel. HEK293 TRPC4beta/mu-opioid, DAMGO-evoked Fluo4 calcium flux; stronger effect = lower value. B-score at 10 µM. actives 0.39% (n = 300,000). AID 2247;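 active = B-score over 3 SD under the library average, no early fluorescence shift, positive overall ratio signal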
#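 Assay system – HEK293 line stably carrying TRPC4beta and mu-opioid receptor · Doses – single dose · Detection – Fluo4 calcium-dye fluorescence, kinetic read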
# MrgX1 allo act = human MrgX1 positive allosteric modulation, primary screen; B-score at 10 µM; actives 0.63% (n = 310,000); AID 588675; MrgX1-HEK293, Fluo-4 calcium flux, FDSS; stronger effect = higher value; Q96LB2;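 active = plate-corrected calcium response at least 3 library SD above typical, normal starting fluorescence, not activating the receptor alone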;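 note: compound read alongside a low EC10 to EC30 dose of BAM8-22 agonist; peak minus trough fluorescence over baseline measured at the second addition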
# * marks the source's active call; other numbers are inactive results; i = inactive; · = not tested or not shown.
1. NC(CSCc1cccc(Br)c1)C(=O)O (stereo not given)
2. CCCCNC(=O)c1ccc(N2CCC3(CC2)OCCO3)c([N+](=O)[O-])c1
3. Cc1ccc2nc(SCC(=O)Nc3c(F)cccc3F)[nH]c2c1
4. O=C(Nc1ccccc1N1CCOCC1)c1ccc2c(c1)OCO2
5. CC1CN(Cc2ccccn2)CCC1=O (stereo not given)
6. CC(C)N(Cc1nccn1C)C(=O)c1ccc2oc(CCCc3ccccc3)nc2c1
7. Cc1ccc2nc(C)c(C(=O)N/N=C/c3ccc(N4CCOCC4)cc3)cc2c1
8. COc1ccccc1N1CCN(S(=O)(=O)c2cnc[nH]2)CC1
9. CCOC(=O)C1(CCOC)CCN(Cc2ccc(COC)o2)CC1
10. Nc1ccc(C#Cc2ccccc2)cc1

assay / compound	1	2	3	4	5	6	7	8	9	10
TRPC6 act	i	i	i	i	i	i	i	i	i	i
TRPC6 inh	i	i	i	i	i	i	i	i	i	i
MrgX1 allo act	i	i	i	i	i	i	i	i	i	i
AI-2 QS modul	30	2	4	6	7	13	35	68	13	5
HIF act	0.6	0.6	1.1	0.3	0.1	-0.4	-0.3	0.1	0.4	-0.1
TRPC4 potent	i	i	i	i	i	i	i	i	i	i
TRPC4 block	i	i	i	i	i	i	i	i	i	i
MrgX1 antag	i	i	i	i	i	i	i	i	i	i
PolyA inh	i	i	i	i	i	i	i	i	i	·
TRPC4 act	i	i	i	i	i	i	i	i	i	i
MrgX1 ag	i	i	i	i	i	i	i	i	i	i

# Looked up by compound from the entries so far, six records:
4. O=C(Nc1ccccc1N1CCOCC1)c1ccc2c(c1)OCO2
10. Nc1ccc(C#Cc2ccccc2)cc1
9. CCOC(=O)C1(CCOC)CCN(Cc2ccc(COC)o2)CC1
6. CC(C)N(Cc1nccn1C)C(=O)c1ccc2oc(CCCc3ccccc3)nc2c1
8. COc1ccccc1N1CCN(S(=O)(=O)c2cnc[nH]2)CC1
1. NC(CSCc1cccc(Br)c1)C(=O)O (stereo not given)

assay / compound	4	10	9	6	8	1
TRPC6 act	i	i	i	i	i	i
TRPC6 inh	i	i	i	i	i	i
MrgX1 allo act	i	i	i	i	i	i
AI-2 QS modul	6	5	13	13	68	30
HIF act	0.3	-0.1	0.4	-0.4	0.1	0.6
TRPC4 potent	i	i	i	i	i	i
TRPC4 block	i	i	i	i	i	i
MrgX1 antag	i	i	i	i	i	i
PolyA inh	i	·	i	i	i	i
TRPC4 act	i	i	i	i	i	i
MrgX1 ag	i	i	i	i	i	i

# Other compounds
11. C/C(=N\NC(=O)c1cccc(S(=O)(=O)Nc2ccccc2Cl)c1)c1ccc(-n2ccnc2)cc1
12. O=C(Nc1nc(-c2ccc(-c3ccccc3)cc2)cs1)C1=COCCO1
13. COc1ccc(N2CCN(C(=O)CSc3nnc4c(C)cc5ccc(C)c(C)c5n34)CC2)cc1
14. O=C(Nc1ccc(NC(=O)c2cccs2)cc1)c1ccc(Br)o1
15. Cc1csc(NC(=O)C2CCN(C(=O)c3ccccc3C)CC2)n1
16. Nc1c(C(=O)NC2CCCC2)sc2nc(-c3cccs3)ccc12
17. CC(C)(C)c1[nH]nc2c1C(Cc1ccccc1)C(C#N)=C(N)O2 (stereo not given)
18. COc1ccc(OC)c(-c2nc3cc4ccccc4cc3nc2-c2ccccc2)c1
19. O=C(N[C@@H](Cc1ccccc1)c1nc2ccccc2[nH]1)c1cc([N+](=O)[O-])ccc1Cl
20. Cn1c(/C=C/N(Cc2ccccc2)c2ccccc2)c([N+](=O)[O-])c(=O)n(C)c1=O

assay / compound	11	12	13	14	15	16	17	18	19	20
TRPC6 act	i	i	i	i	i	i	i	i	i	i
TRPC6 inh	i	i	i	i	i	i	i	i	i	i
MrgX1 allo act	i	i	i	i	i	i	i	i	i	i
AI-2 QS modul	49	22	-5	21	11	19	7	30	6	19
HIF act	0.1	0.5	-0.5	0.8	1.0	3.4	-0.4	0.2	-0.5	-0.4
TRPC4 potent	i	i	i	i	i	i	i	i	i	i
TRPC4 block	i	i	i	i	i	i	i	i	i	i
MrgX1 antag	i	i	i	i	i	-4.7*	-5.1*	i	i	i
PolyA inh	i	i	i	i	i	i	i	i	i	i
TRPC4 act	i	i	i	i	i	i	i	i	i	i
MrgX1 ag	i	i	i	i	i	i	i	i	i	i

# Of the compounds above, four contain an NH in an aromatic ring.
3. Cc1ccc2nc(SCC(=O)Nc3c(F)cccc3F)[nH]c2c1
8. COc1ccccc1N1CCN(S(=O)(=O)c2cnc[nH]2)CC1
17. CC(C)(C)c1[nH]nc2c1C(Cc1ccccc1)C(C#N)=C(N)O2 (stereo not given)
19. O=C(N[C@@H](Cc1ccccc1)c1nc2ccccc2[nH]1)c1cc([N+](=O)[O-])ccc1Cl

assay / compound	3	8	17	19
TRPC6 act	i	i	i	i
TRPC6 inh	i	i	i	i
MrgX1 allo act	i	i	i	i
AI-2 QS modul	4	68	7	6
HIF act	1.1	0.1	-0.4	-0.5
TRPC4 potent	i	i	i	i
TRPC4 block	i	i	i	i
MrgX1 antag	i	i	-5.1*	i
PolyA inh	i	i	i	i
TRPC4 act	i	i	i	i
MrgX1 ag	i	i	i	i

# Remaining list, next part
21. O=C(CSc1nnc(-c2ccco2)c(-c2ccco2)n1)Nc1ccccc1
22. O=C(NCC1CCN(Cc2ccccc2Cl)CC1)Nc1ccccc1F
23. CC(C)CN(CC(C)C)S(=O)(=O)N1CCC(C(=O)NCc2ccc(F)cc2)CC1
24. COc1ccc(-c2nn(CCC#N)cc2C(=O)Nc2ccccn2)cc1OC

assay / compound	21	22	23	24
TRPC6 act	i	i	i	i
TRPC6 inh	i	i	i	i
MrgX1 allo act	i	i	i	i
AI-2 QS modul	2	-11	2	11
HIF act	0.0	-34	-0.5	0.1
TRPC4 potent	i	i	i	i
TRPC4 block	i	i	i	i
MrgX1 antag	i	i	i	i
PolyA inh	i	i	i	i
TRPC4 act	i	i	i	i
MrgX1 ag	i	i	i	i

# Only part of the results is shown; the hit share may differ from the screen's.
